Bioassay records: PubChem BioAssay, National Center for Advancing Translational Sciences (NCATS)
EPAC1 ag: agonists of human EPAC1; O95398; EPAC1 agonist qHTS, biochemical assay; response scale: 100% = response to 6.5 mM cAMP; Potency, µM (highest dose often 154 µM), for the others: top-dose activation, actives largely listed as activators; hit rate 0.073% among 360,000; further: potency means the concentration at half of the fitted maximal effect; nearly all actives have a fitted effect of over 60% in size
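Fluorescent GDP-exchange assay: 100 nM EPAC1 with 250 nM Rap1B preloaded with BODIPY-GDP and 50 uM GDP; compounds tested as concentration series, 5 min at room temperature, then read every 5 min for 30 min (ex 480/em 540 nm); normalized to 6.5 mM cAMP.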
PLK1 PBD inh: inhibitors of human PLK1 polo-box domain binding; P53350; Plk1 PBD binding of FITC phosphopeptide, fluorescence polarization; Potency, µM, inactives show max response, negative = inhibition, hits mostly inhibitors; hit rate 2.8% among 360,000; further: potency means the concentration at half of the fitted maximal effect; series mostly up to about 57 µM; on the % scale 0 is the no-effect control and ±100 the full control effect; nearly all actives have a fitted effect of over 65% in size
PTHR1 agonist: activates the human parathyroid hormone receptor PTHR1. Q03431. Potency, µM (doses to about 115 µM), inactives show at the top dose activation, usual class: activators. hit rate 0.075% among 410,000. HEK293 GP2 PTHR1 cells, GloSensor cAMP luminescence, 1 h; further: potency means the concentration at half of the fitted maximal effect; nearly all actives have a fitted effect of over 55% in size; some results filed as inactive show a strong effect at the top dose; inactives centre near -15; many of its hits are not listed in these tables
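HEK-293-derived GP2 cells expressing PTHR1 and a GloSensor cAMP reporter, 3,000/well, plated overnight, given luciferin plus IBMX (each 0.5 mM as added) for 1 h at 37 °C, then compound for 1 h at 37 °C. Luminescence was read after 15 min at room temperature.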
GLP-1R inv ag: acts as inverse agonist at human GLP-1 receptor. P43220. HEK293 GLP-1R CRE-luciferase, luminescence, 24 h; GLP-1R form is constitutively active. Potency, µM (highest dose often 38.3 µM), for inactives: at the top dose activity change, negative = inhibition, most hits filed as inhibitors. hit rate 1.6% among 410,000; further: potency means the concentration at half of the fitted maximal effect; on the % scale 0 is the no-effect control and ±100 the full control effect; nearly all actives have a fitted effect of over 55% in size
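Seeding at 200 cells/uL, 12 h culture, 24 hr compound treatment, then luciferase reagent and a luminescence read; cells are HEK293 stably expressing a constitutively active GLP-1R plus cAMP-responsive luciferase.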
EPAC1 antagonist: EPAC1 (human) antagonism. hit rate 0.14% among 360,000. AID 720709. EPAC1 GEF assay, Rap1b-BODIPY-GDP exchange fluorescence. Potency, µM (doses to about 115 µM), for inactives: at the top dose activity change, negative = inhibition, hits mostly inhibitors. O95398;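 further: potency means the concentration at half of the fitted maximal effect; plate controls were vehicle for no effect and positive control for full effect; nearly all actives have a fitted effect of over 50% in size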
PI5P4K alpha inh: PI5P4K alpha (human) kinase inhibition. AID 652105. max response, %. P48426. PI5P4Kalpha enzyme, ADP-Glo luminescence, 60 min; active compounds read low. hit rate 1.2% among 330,000; active means max response of -50% or lower; further: value at the top dose of about 77 µM; on the % scale 0 is the no-effect control and ±100 the full control effect
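Compounds were pin-transferred onto PI5P4Kalpha and substrate in HEPES pH 7.4 buffer with EGTA, CHAPS and 5% DMSO. ATP (5 microM final) started the reaction, which ran 60 minutes at room temperature before ADP-Glo detection.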
HEK293 tox: cytotoxic in the GLP-1 receptor inverse agonist counter-screen; HEK293 cAMP-luciferase reporter cells, luminescence, 24 h; Potency, µM (top dose mostly 38.3 µM), without a hit: top-dose activity change, negative = inhibition, most hits filed as inhibitors; hit rate 0.13% among 410,000; AID 624418;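 further: loss of luciferase light is scored as toxicity; potency means the concentration at half of the fitted maximal effect; on the % scale 0 is the no-effect control and ±100 the full control effect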
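Cells in DMEM/10% Nu serum/1% pen-strep, 1536-well format. Pre-incubated 12 h, dosed with 23 nL compound, incubated a further 24 h. Luciferase detection, 12 min at room temp, luminescence.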
GLP1R ag: agonists of human GLP-1 receptor. P43220. HEK293 GLP-1R CRE-luciferase, luminescence, 4-6 h; cells express a hypersensitive GLP-1R form. Potency, µM (series often up to 45.6 µM), for inactives: at the highest dose activation, most hits filed as activators. hit rate 0.007% among 380,000. AID 624172; further: potency means the concentration at half of the fitted maximal effect; % of control where 0% means no effect
IL-2 act: IL-2 activation | IL-2 activation reporter assay, cell-based qHTS; stimulated with anti-CD3/CD4/CD28 beads; in transgenic mouse T cells | activation, % (series mostly up to about 46 µM) | hit rate 0.065% among 360,000; in the data active means activation above about 50%; further: 0% is about no effect
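Readout: EGFP and DsRed signals by fluorescent plate cytometry. Unstimulated transgenic mouse T cells received compound 60 min before antibody-bead stimulation, then incubated 18 h at 37 degrees C.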
* marks the source's active call; other numbers are inactive results; i = inactive; [ ] = dose if it differs, or a comment. Unless noted, the call rests on the fitted dose curve; in most records, active means well fitted curve in the direction sought with a large enough effect; inconclusive means small, poorly fitted or top-dose-only effect, or another doubt; inactive means no such curve, though single readings can be large; an effect the other way counts as inactive or inconclusive.

SMILES | EPAC1 ag | PLK1 PBD inh | PTHR1 agonist | GLP-1R inv ag | EPAC1 antagonist | PI5P4K alpha inh | HEK293 tox | GLP1R ag | IL-2 act
CN(C(=O)COC(=O)CCCN1C(=O)c2cccc3cccc(c23)C1=O)C1CCS(=O)(=O)C1 (stereo not given) | 7.5% | -11.3% | i | 62.8%[activator] | 7.6% | 2.0 | -2.3% | 14.6% | -2.4
CCCCN(CCCC)C(=O)CCS(=O)(=O)c1ccc2c(c1)n(C)c(=O)c(=O)n2C | 0.6% | -11.3% | -16.3%[57.5 µM] | -15.6% | 7.2% | -1.6 | 3.9% | -11.9% | -0.6
Cc1ccc(S(=O)(=O)NCCc2nnc3ccc(SCC(=O)Nc4nc(C)cs4)nn23)cc1 | 9.9% | -12.3% | -10.8% | 10.9% | -4.1% | 1.1 | 12.4% | 0.8% | -0.8
CCC1=C(OC(=O)N(CC)CC)N2C(=O)OC(=NCC3CC3)[C@]2(C)[C@H]2C1=CC[C@H]1C(=O)NC(=O)[C@H]12 | -4.6% | -12.1% | -2.3% | 4.2% | -2.1% | 0.4 | 2.4% | -2.9% | 0.6
O=[N+]([O-])c1ccc(S(=O)(=O)N2CCN(Cc3ccco3)CC2)cc1 | 3.7% | -22.7% | i | -3.2% | 5.6% | -0.7 | 16.8% | 4.2% | -0.3

For convenience, part of the list above:
SMILES | EPAC1 ag | PLK1 PBD inh | PTHR1 agonist | GLP-1R inv ag | EPAC1 antagonist | PI5P4K alpha inh | HEK293 tox | GLP1R ag | IL-2 act
CN(C(=O)COC(=O)CCCN1C(=O)c2cccc3cccc(c23)C1=O)C1CCS(=O)(=O)C1 (stereo not given) | 7.5% | -11.3% | i | 62.8%[activator] | 7.6% | 2.0 | -2.3% | 14.6% | -2.4
CCCCN(CCCC)C(=O)CCS(=O)(=O)c1ccc2c(c1)n(C)c(=O)c(=O)n2C | 0.6% | -11.3% | -16.3%[57.5 µM] | -15.6% | 7.2% | -1.6 | 3.9% | -11.9% | -0.6
Cc1ccc(S(=O)(=O)NCCc2nnc3ccc(SCC(=O)Nc4nc(C)cs4)nn23)cc1 | 9.9% | -12.3% | -10.8% | 10.9% | -4.1% | 1.1 | 12.4% | 0.8% | -0.8
CCC1=C(OC(=O)N(CC)CC)N2C(=O)OC(=NCC3CC3)[C@]2(C)[C@H]2C1=CC[C@H]1C(=O)NC(=O)[C@H]12 | -4.6% | -12.1% | -2.3% | 4.2% | -2.1% | 0.4 | 2.4% | -2.9% | 0.6
O=[N+]([O-])c1ccc(S(=O)(=O)N2CCN(Cc3ccco3)CC2)cc1 | 3.7% | -22.7% | i | -3.2% | 5.6% | -0.7 | 16.8% | 4.2% | -0.3

A portion of the library; the hit share may differ from the screen's.
